EPAC2 ag = qHTS for Agonist of cAMP-regulated guanine nucleotide exchange factor 4 (EPAC2): primary screen. EPAC2 activation, biochemical qHTS; response scale: 100% = 6.5 mM cAMP response. 360,000 tested, 0.079% active. Rap guanine nucleotide exchange factor 4 (Homo sapiens), Q8WZA2. Potency, µM (doses to about 154 µM), for the others: at the highest dose activation, actives largely listed as activators; note: potency is the fitted concentration of half-maximal effect; nearly all actives have a fitted effect of over 50% in size
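Each well held 100 nM EPAC2, 250 nM RAP1B-BODIPY-GDP and 50 uM GDP. Fluorescence, read at 5-min intervals to 30 min, was referenced to a 6.5 mM cAMP positive control.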
EPAC1 antag = qHTS for Antagonist of cAMP-regulated guanine nucleotide exchange factor 3 (EPAC1): primary screen; Rap guanine nucleotide exchange factor 3 (Homo sapiens), O95398; AID 720709, 2013; EPAC1 GEF assay, Rap1b-BODIPY-GDP exchange fluorescence; Potency, µM (top dose mostly 115 µM), inactives show at the highest dose activity change, negative = inhibition, actives largely listed as inhibitors; 360,000 tested, 0.14% active;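 note: potency is the fitted concentration of half-maximal effect; plate controls were vehicle for no effect and positive control for full effect; nearly all actives have a fitted effect of over 50% in size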
Target sequence (O95398 whole entry, looked up): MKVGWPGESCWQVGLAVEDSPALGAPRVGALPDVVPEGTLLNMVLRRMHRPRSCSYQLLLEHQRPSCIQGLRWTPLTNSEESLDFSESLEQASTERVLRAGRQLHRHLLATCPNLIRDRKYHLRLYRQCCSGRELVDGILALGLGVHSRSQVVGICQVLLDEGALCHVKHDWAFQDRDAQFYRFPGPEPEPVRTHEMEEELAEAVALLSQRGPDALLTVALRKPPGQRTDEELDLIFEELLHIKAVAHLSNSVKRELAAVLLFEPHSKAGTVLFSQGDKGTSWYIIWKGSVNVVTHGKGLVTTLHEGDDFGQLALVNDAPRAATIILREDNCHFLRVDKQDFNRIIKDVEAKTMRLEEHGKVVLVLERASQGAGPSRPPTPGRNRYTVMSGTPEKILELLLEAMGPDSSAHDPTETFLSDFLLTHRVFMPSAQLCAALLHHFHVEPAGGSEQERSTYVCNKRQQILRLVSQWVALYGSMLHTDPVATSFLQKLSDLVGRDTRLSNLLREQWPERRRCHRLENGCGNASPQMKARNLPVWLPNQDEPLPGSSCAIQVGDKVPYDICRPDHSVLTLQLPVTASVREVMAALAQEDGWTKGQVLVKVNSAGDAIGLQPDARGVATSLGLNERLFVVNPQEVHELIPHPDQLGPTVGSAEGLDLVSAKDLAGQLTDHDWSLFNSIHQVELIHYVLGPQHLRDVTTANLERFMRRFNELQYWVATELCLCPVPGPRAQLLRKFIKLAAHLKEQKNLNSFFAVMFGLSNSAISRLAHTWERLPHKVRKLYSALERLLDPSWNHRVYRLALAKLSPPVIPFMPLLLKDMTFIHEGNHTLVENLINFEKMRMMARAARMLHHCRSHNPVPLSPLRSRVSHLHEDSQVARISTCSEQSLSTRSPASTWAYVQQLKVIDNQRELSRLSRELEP
CCT chaperon mod = High-Throughput Screening for Modulators of Cytosolic Chaperonin Activity; purified chaperonin ATPase assay, HTRF ADP detection, 30 min; activity change, % (no concentration beside the values), hits read low; 360,000 tested, 0.3% active; in the data active = activity change below about -30%; note: % is set by controls: 0 for no effect and ±100 for the full control effect
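Nucleotide hydrolysis assay: TRiC at 20–40 nM final (set by batch activity) with 10 uM ATP, 30 min at 37 °C, in presence of 76 uM compound. Detection by competitive ADP HTRF, 30 min ambient.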
WRN inhibitor = qHTS for Inhibitors of WRN Helicase. 360,000 tested, 0.46% active. Potency, µM (top dose mostly 114 µM), for inactives: top-dose activity change, negative = inhibition, hits mostly inhibitors. WRN helicase unwinding, fluorescent forked duplex, kinetic. Bifunctional 3'-5' exonuclease/ATP-dependent helicase WRN (Homo sapiens), Q14191. AID 651768, 2012; note: potency is the fitted concentration of half-maximal effect; % is set by controls: 0 for no effect and ±100 for the full control effect; nearly all actives have a fitted effect of over 55% in size
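Enzyme (20 nM final) and test compound sit together 15 min at room temperature before substrate addition. Substrate is a single-forked duplex oligonucleotide (100 nM) labelled with fluorophore and quencher, with 2 mM ATP; helicase unwinding raises red fluorescence, read kinetically.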
EPAC1 ag = qHTS for Agonist of cAMP-regulated guanine nucleotide exchange factor 3 (EPAC1): primary screen. EPAC1 agonist qHTS, biochemical assay; response scale: 100% = response to 6.5 mM cAMP. Potency, µM (top dose mostly 154 µM), for the others: top-dose activation, most hits filed as activators. 360,000 tested, 0.073% active. AID 720707, 2013; note: potency is the fitted concentration of half-maximal effect; nearly all actives have a fitted effect of over 60% in size
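EPAC1 100 nM, Rap1B–BODIPY-GDP 250 nM, unlabeled GDP 50 uM; compound titration; 5 min RT; kinetic read ex480/em540 at 5-min intervals ×30 min; data normalized to 6.5 mM cAMP agonist control.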
PI5P4K alpha inh = qHTS for Inhibitors of phosphatidylinositol 5-phosphate 4-kinase (PI5P4K); 330,000 tested, 1.2% active; AID 652105, 2013; PI5P4Kalpha enzyme, ADP-Glo luminescence, 60 min; hits give low values; max response, %; active = max response of -50% or lower; inconclusive = between -30% and -50%; inactive = -30% or higher; note: value at the top dose of about 77 µM; % is set by controls: 0 for no effect and ±100 for the full control effect
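Quantitative HTS of the MLSMR library against PI5P4Kalpha with substrate. ATP added last at 5 microM final; room temperature, 60 minutes. Remaining ATP depleted, ADP converted and read as luminescence.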
PLK1 PBD block = qHTS for Inhibitors of PLK1-PDB (polo-like kinase 1 - polo-box domain): Primary Screen | Plk1 PBD binding of FITC phosphopeptide, fluorescence polarization | Potency, µM, inactives show max response, negative = inhibition, actives largely listed as inhibitors | 360,000 tested, 2.8% active; note: potency is the fitted concentration of half-maximal effect; series mostly up to about 57 µM; % is set by controls: 0 for no effect and ±100 for the full control effect; nearly all actives have a fitted effect of over 65% in size
IL2 activator = qHTS of IL-2 Activators | IL-2 activation reporter assay, cell-based qHTS; stimulated with anti-CD3/CD4/CD28 beads; in transgenic mouse T cells | activation, % (series mostly up to about 46 µM) | 360,000 tested, 0.065% active | AID 652025, 2013; in the data active = activation above about 50%; inconclusive = mostly about 30% to 49%; note: 0% is about no effect
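First, unstimulated transgenic mouse T cells were exposed to compound for 60 min. Next, anti-CD3/anti-CD4-coated beads with anti-CD28 were added. Finally, after 18 h at 37 degrees C, EGFP and DsRed were imaged.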
* marks the source's active call; other numbers are inactive results; ? = inconclusive; nt = no result given; [ ] = remark or other dose. Unless noted, calls come from the whole dose curve; as a rule, active = well fitted curve in the direction sought with a large enough effect; inconclusive = small, poorly fitted or top-dose-only effect, or another doubt; inactive = no such curve, though single readings can be large; an effect the other way counts as inactive or inconclusive. Only part of the results is shown. The share of hits here may be higher or lower than overall.

SMILES | EPAC2 ag | EPAC1 antag | CCT chaperon mod | WRN inhibitor | EPAC1 ag | PI5P4K alpha inh | PLK1 PBD block | IL2 activator
CCCCc1cc(=O)oc2cc(C)cc(OCC(=O)N3CCC(C(=O)O)(c4ccccc4)CC3)c12 | 6% | -7% | -0.3 | 1% | -5% | -2 | -7% | -0.1
Cc1ccccc1OCC(=O)NNC(=S)NC(=O)c1ccco1 | -6% | 10% | -2.3 | -1% | 5% | nt | -17% | -2.5
CCCCn1c(SCC(=O)N2CCCc3ccccc32)nc2c1c(=O)n(C)c(=O)n2C | 10% | 4% | -3.7 | 4% | 10% | nt | -12% | -2.5
Cc1coc2c(C)c3oc(=O)c(CCC(=O)NCCN4CCOCC4)c(C)c3cc12 | 1% | 4% | -1.1 | 3% | -10% | 1 | 0% | 0.8
COC(=O)CNC(=O)CN1C(=O)NC2(CCCc3ccccc32)C1=O (stereo unspecified) | 10% | 5% | -1.2 | 1% | 4% | 2 | 0% | -0.9
O=c1ccc(S(=O)(=O)N2CCC(Cc3ccccc3)CC2)c[nH]1 | -3% | 12% | -1.5 | -10% | -5% | nt | -9% | -2.5
N=C1C(c2nc(-c3ccc(Cl)cc3)cs2)=C(O)CN1NC(=O)c1ccc(O)cc1 | 4% | 6% | 0.8 | -10% | -7% | ? | 0% | 0.3
Cn1c(SCC(=O)O)nc2sc3c(c2c1=O)CCC3 | 5% | -2% | -1.9 | 2% | 5% | -1 | -12% | 0.6
S=c1[nH]nc(-c2ccccn2)n1/N=C/c1ccc(Cl)cc1 | 11% | 11% | 1.6 | -30% | 1% | 4 | -27% | 4.3
COc1ccc(N2CCN(CC(=O)c3ccc(O)cc3O)CC2)cc1 | -4% | 0% | 1.3 | 16% | -14% | -4 | ? | -2.5
CCCOc1ccc(-c2c(=O)n(OCC(=O)OCC)c3ccccc3[n+]2[O-])cc1 | -10% | -2% | 0.0 | -1% | 9% | 6 | -10% | -0.6
CC(C)CNS(=O)(=O)c1ccc(CCC(=O)Nc2cc(Cl)ccc2Oc2ccccc2)cc1 | 19% | -13% | -2.8 | -14% | 8% | 4 | -11% | -0.3
O=C(c1cnn2c(C(F)(F)F)cc(-c3cccs3)nc12)N1CCN(C(c2ccccc2)c2ccccc2)CC1 | -1% | -6% | -1.0 | -17% | 1% | 12 | -2% | 8.3
CCCCCC(=O)N1C[C@@H](O)[C@H](n2cc(COC(=O)c3ccccc3)nn2)C[C@@H]1c1ccc(Cl)cc1 | 1% | -11% | 0.0 | -9% | -5% | -1 | -5% | -1.7
CCOCC(=O)N1CCN(Cc2ccc3c(c2)OCO3)CC1 | 1% | -15% | 0.2 | -1% | -2% | -2 | -2% | -0.3
Cc1ccc(OCC(=O)NCCCNC(=O)c2ccco2)cc1 | 11% | 8% | 0.6 | 2% | 2% | 2 | -3% | 0.8
Cc1ccc(S(=O)(=O)N2CCOCC2)cc1NC(=O)CN1C(=O)NC2(CCCC2)C1=O | -3% | -11% | -0.2 | -26% | 4% | -3 | -7% | -0.5
CC(=O)CSc1nnc(-c2cnccn2)n1-c1ccccc1 | 0% | -7% | -1.0 | -9% | -4% | -6 | 1% | -0.6
N#Cc1ccccc1S(=O)(=O)N1CCN(C(=O)C2COc3ccccc3O2)CC1 (stereo unspecified) | -4% | 7% | -0.4 | ? | 9% | -52* | -19% | -2.6
COc1ccc2c(c1)OC[C@H]1[C@H]2N2C(=O)c3cc(OC)ccc3NC(=O)[C@@]2(C)[C@H]1c1ccccc1 | 12% | -19% | 0.3 | -9% | -4% | 2 | -9% | 0.0
Cc1ccc(SCCCCN2CCNCC2)cc1 | 1% | 1% | -0.7 | 8% | -19% | -11 | 17µM* | -2.8
CCOC(=O)c1nc(N)c(C(=O)OCC)[nH]1 | -4% | -7% | 0.8 | 3% | -15% | ? | 11µM* | -3.0
O=C(CSc1nc2ncc(Cl)cc2[nH]1)Nc1ccccc1-c1ccccc1 | 1% | 0% | -0.1 | -5% | 9% | 2 | -3% | -1.2
O=C1CCCC2=C1C(c1ccsc1)CC(=O)N2c1nnc(SCc2ccccc2)s1 (stereo unspecified) | 4% | -13% | -2.9 | 0% | -4% | 3 | -17% | -0.8

Reprinted from the part before: six compounds, then new ones.
SMILES | EPAC2 ag | EPAC1 antag | CCT chaperon mod | WRN inhibitor | EPAC1 ag | PI5P4K alpha inh | PLK1 PBD block | IL2 activator
N#Cc1ccccc1S(=O)(=O)N1CCN(C(=O)C2COc3ccccc3O2)CC1 (stereo unspecified) | -4% | 7% | -0.4 | ? | 9% | -52* | -19% | -2.6
COc1ccc2c(c1)OC[C@H]1[C@H]2N2C(=O)c3cc(OC)ccc3NC(=O)[C@@]2(C)[C@H]1c1ccccc1 | 12% | -19% | 0.3 | -9% | -4% | 2 | -9% | 0.0
Cc1ccc(SCCCCN2CCNCC2)cc1 | 1% | 1% | -0.7 | 8% | -19% | -11 | 17µM* | -2.8
CCOC(=O)c1nc(N)c(C(=O)OCC)[nH]1 | -4% | -7% | 0.8 | 3% | -15% | ? | 11µM* | -3.0
O=C(CSc1nc2ncc(Cl)cc2[nH]1)Nc1ccccc1-c1ccccc1 | 1% | 0% | -0.1 | -5% | 9% | 2 | -3% | -1.2
O=C1CCCC2=C1C(c1ccsc1)CC(=O)N2c1nnc(SCc2ccccc2)s1 (stereo unspecified) | 4% | -13% | -2.9 | 0% | -4% | 3 | -17% | -0.8
Cc1ccc(S(=O)(=O)NCCSc2nnnn2-c2cc(C)ccc2C)cc1 | 11% | 0% | 0.3 | -7% | 0% | 5 | -2% | 0.7
COc1ccc(C(C)(O)c2nc(-c3cncnc3)cs2)cc1 (stereo unspecified) | 9% | 8% | -0.1 | 2% | -10% | -5 | 4% | -0.4
O=C(CCC1CCCN(C(=O)c2ccncc2)C1)NCc1ccc(F)c(F)c1 (stereo unspecified) | 6% | -7% | -1.0 | 2% | 3% | 3 | -1% | -1.3
COc1ccc(C(=O)NCc2nnc(SCC(=O)Nc3ccccc3OC)n2C)cc1 | -3% | 0% | -2.3 | -12% | -1% | 2 | -1% | -0.7
Cc1cccc(-c2nsc(SCC(=O)N3CCCC3)n2)c1 | 1% | 5% | -1.8 | 4% | -2% | nt | ? | -1.7
Cc1ccnc2nc(C(=O)OCC(=O)N(CC(C)C)CC(C)C)nn12 | -3% | 8% | -0.3 | -5%[57.1 µM] | -6% | 1 | 1% | -3.2
CCN1CCN(c2nc(S(=O)(=O)c3ccc(C)cc3)c(Cl)s2)CC1 | 16% | ? | -0.8 | 3% | -2% | -8 | -10% | -3.4
O=C(Cc1ccc(S(=O)(=O)N2CCOCC2)s1)OCc1ccc(Cl)cc1 | 16% | 5% | 1.3 | -4% | 0% | -11 | 3% | -0.2
CC(=O)NNc1nc(-c2ccc(NC(C)=O)cc2)cs1 | 12% | 16% | -1.3 | 4% | 12% | -5 | ? | -3.2
CCOc1ccc(C2c3c(oc4ccccc4c3=O)C(=O)N2CCCN2CCOCC2)cc1OCC (stereo unspecified) | 4% | -9% | -0.8 | -7% | 5% | 5 | -16% | -1.3
COc1ccc(Oc2ccc(C(F)(F)F)cc2N)cc1 | 14% | -11% | -1.2 | 4% | 6% | 13 | -9% | -0.3
CCC(C(=O)OC)n1cnc2c(nnn2-c2ccc(C)cc2)c1=O (stereo unspecified) | 1% | ? | 1.0 | -2% | -8% | 4 | -5% | -2.0
Cc1ccc(C)c(N2CCN(C(C(=O)NC3CCCC3)c3ccco3)CC2)c1 (stereo unspecified) | 8% | 3% | nt | 1% | 0% | 4 | -9% | -0.9
COc1cc(/C=N/NC(=O)c2sc(N)c(C#N)c2C)cc(Br)c1O | 1% | 4% | -4.6 | -44% | 1% | -73* | -5% | -4.6
CCOC(=O)c1cc2c(=O)n3ccccc3nc2n(Cc2ccco2)c1=NC(=O)c1ccc(OC)cc1 | -16% | 16% | -3.4 | 0% | -13% | -10 | -8% | -0.4
O=C1C2C3c4ccccc4C(c4ccccc43)[C@@H]2C(=O)N1c1cccnc1 (stereo partly specified) | 11% | 1% | -2.2 | 3% | -2% | -5 | -9% | 3.3
CCc1ccc(CN/C=C/C(=O)c2ccc(Br)cc2)cc1 | 6% | -16% | 2.3 | -3% | 1% | -5 | 24µM* | -2.4
CC(=O)OCCn1c2nc(=O)[nH]c(=O)c-2nc2cc(C)c(C)cc21 | 100µM* | nt | -1.3 | 2% | 50µM* | -1 | 0.84µM* | -0.3
COC(=O)C1=C(C)NC(=S)NC1c1ccco1 (stereo unspecified) | -13% | -13% | 1.6 | 3% | -9% | 4 | ? | -0.2
Cc1cccc(Nc2nc(N)nc(-c3oc4ccccc4c3C)n2)c1 | 2% | -8% | -1.5 | ? | 1% | -23 | -2% | 0.9
CON(C)C(=O)CCN(C(=O)OC(C)(C)C)c1ccccc1 | 4% | 5% | 0.0 | 5% | 1% | -1 | ? | -0.3
Cc1ccc(S(=O)(=O)c2cc3c(=O)n4cccc(C)c4nc3n(CC3CCCO3)c2=N)cc1C (stereo unspecified) | -2% | -3% | 1.0 | 6% | 8% | 1 | -5% | -0.3
O=C(CSc1nc(=O)n2ccccc2n1)Nc1cccc2ccccc12 | 0% | 2% | 1.2 | -12% | 8% | -1 | -27% | -0.5
c1ccc2c(c1)CC1(CCCC1)N=C2N1CCOCC1 | 6% | 1% | -3.2 | 3% | 6% | 1 | ? | -1.0
COc1ccc2nc(SC)c(C#N)cc2c1 | 8% | -24% | -0.7 | 2% | -4% | 1 | -9% | -2.1
O=C(CN1C(=O)c2ccc([N+](=O)[O-])cc2C1=O)Nc1cc(S(=O)(=O)N2CCOCC2)ccc1Cl | -4% | 9% | 0.2 | 8% | -8% | -4 | -4% | 1.8
S=C(NCc1ccccc1Cl)Nc1ccccc1Cl | 14% | -2% | -1.4 | -10% | 8% | 4 | -1% | 0.7
c1ccc(Oc2ccc(-c3ccnc4nc(N5CCN(c6ccccc6)CC5)nn34)cc2)cc1 | -1% | 0% | -0.9 | 3% | -6% | 5 | 2% | -0.1
